Compound activity deposited in PubChem by National Center for Advancing Translational Sciences (NCATS).
CXXC DNA block: qHTS Fluorescence Polarization Assay for Inhibitors of MLL CXXC domain - DNA interaction | Histone-lysine N-methyltransferase 2A (Homo sapiens), Q03164 | hit rate 0.037% among 290,000 | MLL-CXXC / FITC-HOXA9 DNA fluorescence polarization | Potency, µM (titrated, usually from 115 µM), inactives show top-dose activity change, negative = inhibition, hits mostly inhibitors; active = well fitted inhibition curve with a large enough effect in the polarisation, with a control signal flat, not every such curve was filed as active; inconclusive = small, poorly fitted or top-dose-only effect, or effect the other way, or a change in a side signal; inactive = no such curve, though single readings can be large or run the other way; the % refers to the polarisation; note: potency is the fitted concentration of half-maximal effect
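Fluorescence polarization: 7 uM MLL-CXXC (stock) preincubated 5 min with compounds, then 50 nM fluorescein-HOX-A9 DNA (stock) added; 30 min ambient. Buffer 50 mM Tris-HCl pH 7.5, 50 mM NaCl, 1 mM DTT, 0.05% BSA.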
hERG WT inh: qHTS for Inhibitors of KCHN2 3.1: Wildtype qHTS; Voltage-gated inwardly rectifying potassium channel KCNH2 (Homo sapiens), Q12809; U2OS, BacMam KCNH2, thallium flux FluxOr; active compounds read low; activity change, % at 1.84 µM; hit rate 0.37% among 340,000; AID 720551, 2013;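 active = maximum activity change below -70%; inconclusive = maximum activity change between -70% and -50%; inactive = maximum activity change above -50%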; note: % is set by controls: 0 for no effect and ±100 for the full control effect
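U2OS cells were transduced with wild-type KCNH2 virus (2.03 x 10^8 / mL) for 4 h at room temperature, then cultured overnight at 37 C. Thallium flux was read with FluxOr dye. Rate constants were normalized to DMSO controls.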
B2AR arrestin: qHTS assay of beta-arrestin-biased ligands of beta2-adrenergic receptor. Potency, µM (top dose mostly 46.1 µM), inactives show top-dose activation, hits mostly activators. Beta-2 adrenergic receptor (Homo sapiens), P07550. beta-arrestin recruitment to beta2AR, cell-based reporter. hit rate 0.02% among 330,000;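 note: potency is the fitted concentration of half-maximal effect; 0% = DMSO controls and full agonism = EC100 isoproterenol or metaproterenol; nearly all actives have a fitted effect of over 65% in size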
Target sequence (P07550 whole entry, looked up): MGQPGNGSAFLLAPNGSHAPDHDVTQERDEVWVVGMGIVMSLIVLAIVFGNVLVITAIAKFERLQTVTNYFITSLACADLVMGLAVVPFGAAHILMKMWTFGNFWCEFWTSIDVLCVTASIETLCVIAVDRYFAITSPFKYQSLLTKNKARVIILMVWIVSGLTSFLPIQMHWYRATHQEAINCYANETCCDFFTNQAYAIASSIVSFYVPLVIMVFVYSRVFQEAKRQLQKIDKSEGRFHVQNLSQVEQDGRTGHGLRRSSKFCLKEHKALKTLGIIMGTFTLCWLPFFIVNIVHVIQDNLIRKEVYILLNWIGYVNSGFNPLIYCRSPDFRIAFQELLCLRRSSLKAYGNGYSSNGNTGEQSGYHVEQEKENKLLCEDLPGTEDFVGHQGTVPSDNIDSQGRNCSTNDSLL
KCNH2 3.1 inh: qHTS for Inhibitors of KCHN2 3.1: Mutant qHTS. activity change, % (tested at about 1.8 µM). Potassium voltage-gated channel subfamily H member 2, brain isoform KCNH2 3.1 (human). U2OS KCNH2 3.1, thallium flux FluxOr; active compounds read low. hit rate 0.95% among 340,000;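 active = maximum activity change below -70%; inconclusive = maximum activity change from -70% to -50%; inactive = maximum activity change above -50%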;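 note: thallium influx rate constant from kinetic fluorescence after stimulation buffer; % is set by controls: 0 for no effect and ±100 for the full control effect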
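Channel expression came from 3.1 mutant virus (1.77 x 10^8 /mL) applied to suspended U2OS cells for 4 h. Flux was tracked with FluxOr dye plus Red40 quencher, and kinetic rate constants normalized to controls.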
Menin MLL FP TR: qHTS Assay for Inhibitors Targeting the Menin-MLL Interaction in MLL Related Leukemias: Competition With Texas Red Labeled MLL-derived Mutant Peptide | O00255 | Menin + Texas Red MLL mutant peptide, fluorescence polarization | AID 1768, 2009 | hit rate 0.23% among 270,000 | Potency, µM (top dose mostly 61.6 µM), inactives show top-dose FP activity change, negative = inhibition, most hits filed as inhibitors; active = well fitted inhibition curve with a large enough effect in the polarisation, with a control signal flat, not every such curve was filed as active; inconclusive = small, poorly fitted or top-dose-only effect, or effect the other way, or a change in a side signal; inactive = no such curve, though single readings can be large or run the other way; the % refers to the polarisation; note: potency is the fitted concentration of half-maximal effect; % of control where 0% means no effect; many of its hits are not listed in these tables
Target sequence (O00255 whole entry, looked up): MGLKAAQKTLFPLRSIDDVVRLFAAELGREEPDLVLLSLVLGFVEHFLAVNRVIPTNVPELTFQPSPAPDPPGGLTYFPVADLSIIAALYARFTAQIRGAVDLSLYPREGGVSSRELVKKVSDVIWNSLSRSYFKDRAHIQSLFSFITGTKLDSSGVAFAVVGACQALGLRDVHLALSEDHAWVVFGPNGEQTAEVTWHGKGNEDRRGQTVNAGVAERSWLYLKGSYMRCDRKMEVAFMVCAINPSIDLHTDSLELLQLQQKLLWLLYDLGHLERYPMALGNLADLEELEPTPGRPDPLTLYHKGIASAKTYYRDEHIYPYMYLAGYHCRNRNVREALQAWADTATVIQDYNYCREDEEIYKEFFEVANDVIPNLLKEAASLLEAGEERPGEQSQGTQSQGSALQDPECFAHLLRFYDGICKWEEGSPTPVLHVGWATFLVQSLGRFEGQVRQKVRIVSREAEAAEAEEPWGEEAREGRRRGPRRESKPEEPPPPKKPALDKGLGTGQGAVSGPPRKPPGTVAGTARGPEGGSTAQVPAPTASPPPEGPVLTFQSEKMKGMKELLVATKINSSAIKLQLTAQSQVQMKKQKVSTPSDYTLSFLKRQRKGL
Giardia killer: Small Molecules that selectively kill Giardia lamblia: qHTS | Giardia lamblia trophozoite viability | activity change, % at 7.66 µM, hits read low | hit rate 0.15% among 340,000; in the data active = activity change below about -80%; inconclusive = between about -30% and that limit;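 note: parasites exposed to compound for two days anaerobically before the ATP read; % is set by controls: 0 for no effect and ±100 for the full control effect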
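Luminescent ATP signal served as the viability read-out, measured 15-30 min after adding ATP detection reagent to trophozoites that had been incubated with compounds for 48 hrs at 37 deg C anaerobically at 100 cells/well.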
PKM2 act: qHTS Assay for Activators of Human Muscle isoform 2 Pyruvate Kinase. Pyruvate kinase PKM (Homo sapiens), P14618. purified PKM2, Kinase-Glo ATP luminescence, activation; response scale: 0% is enzyme alone, no compound. Potency, µM (series often up to 57.5 µM), for inactives: at the top dose activation, most hits filed as activators. hit rate 0.34% among 260,000; note: potency is the fitted concentration of half-maximal effect; % is set by controls: 0 for no effect and ±100 for the full control effect; nearly all actives have a fitted effect of over 55% in size
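ATP formation by purified human PK-M2, quantified via coupled luciferase luminescence after 1 h at room temperature with 0.1 mM ADP and 0.5 mM PEP final.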
TRPV1 agonist: HTS Assay for Compounds that Act as Agonists of the Vanilloid Receptor 1; hit rate 0.19% among 320,000; Transient receptor potential cation channel subfamily V member 1 (Homo sapiens), Q8NER1; TRPV1-expressing cells, Fluo-8 calcium influx, agonist mode; activation, % at 8.33 µM; in the data active = activation above about 80%; inconclusive = between about 30% and that limit; note: 0% is about no effect
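TRPV1-expressing cells were cultured overnight at 35.5C and loaded with Fluo-8 calcium dye for 40 to 90 min at room temperature. After a 10 s baseline, compound was added and calcium influx was read kinetically for 3 min (ex 480/em 520 nm).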
GALK inhibitor: qHTS Assay for Inhibitors of Human Galactokinase (GALK) | Purified GALK, Kinase-Glo residual ATP luminescence | Potency, µM (highest dose often 57.5 µM), for the others: at the top dose activity change, negative = inhibition, hits mostly inhibitors | P51570 | hit rate 0.007% among 270,000; note: potency is the fitted concentration of half-maximal effect; % is set by controls: 0 for no effect and ±100 for the full control effect
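Human GALK (5 nM) with 35 uM ATP and 100 uM galactose in 20 mM HEPES pH 8.0, 5 mM MgCl2, 60 mM NaCl, 1 mM DTT, 0.01% BSA. After 1 h at room temperature, leftover ATP was read by Kinase-Glo Plus luminescence.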
FBPA coupling cs: qHTS Assay for Inhibitors of Fructose-1,6-bisphosphate Aldolase from Giardia Lamblia: Coupling assay counterscreen. coupling enzyme system counterscreen, AmpLite Red fluorescence. hit rate 0.67% among 290,000. AID 2472, 2010. activity change, negative = inhibition, % at 58.2 µM, hits read low; in the data active = activity change below about -30%; note: % is set by controls: 0 for no effect and ±100 for the full control effect
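Counterscreen of the coupled detection system alone, without aldolase: glyceraldehyde-3-phosphate coupling enzymes plus AmpLite Red readout. Compounds at 57.5 uM final, 10 min RT preincubation, 20 min RT reaction, fluorescence 525/598 nm.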
USP2a block: qHTS Assay for Inhibitors of Ubiquitin-specific Protease USP2a Using CHOP2 as the Reporter. Ubiquitin carboxyl-terminal hydrolase 2 (Homo sapiens), O75604. USP2 core, Ub-CHOP2 coupled fluorogenic reporter, 485/531. Potency, µM (titrated, usually from 38.3 µM), for inactives: top-dose activity change, negative = inhibition, usual class: inhibitors. hit rate 0.01% among 330,000. AID 463254, 2010;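 note: potency is the fitted concentration of half-maximal effect; plate controls were DMSO wells for no effect and full inhibition by NEM control for full effect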
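Deubiquitinase activity read as fluorescence (485/531 nm) after Ub-CHOP2 cleavage activates the enterokinase reporter on its substrate; USP2 core 10nM, Ub-CHOP2 and substrate 25nM each, 30min compound preincubation then 60min RT; data normalized to NEM, curves fitted.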
An asterisk follows results filed as active; ? = inconclusive; . = not tested or not shown; [ ] = another dose, or the depositor's remark. Unless noted, calls come from the whole dose curve; as a rule, active = well fitted curve in the direction sought with a large enough effect; inconclusive = small, poorly fitted or top-dose-only effect, or another doubt; inactive = no such curve, though single readings can be large; an effect the other way counts as inactive or inconclusive. This is a subset, so the mix of outcomes need not match the whole.

SMILES	CXXC DNA block	hERG WT inh	B2AR arrestin	KCNH2 3.1 inh	Menin MLL FP TR	Giardia killer	PKM2 act	TRPV1 agonist	GALK inhibitor	FBPA coupling cs	USP2a block
C=CCN1CN=C(NS(=O)(=O)c2ccc(NC(C)=O)cc2)NC1	24%	.	0.0%	20	2%	32[activator]	0%	1	1%	0	1%
CN1CCN(Cc2cccc3ncccc23)CC1CCO (stereo not given)	10%	-2	-0.5%	13	?	-2	-1%	-1	-4%	4	1%
Cc1nnc(-c2cccc(Br)c2)c2cn(-c3ccccc3)nc12	-2%	6	-0.3%	-5	2%	0	2%	?	3%	6	1%
CCc1cc(=O)oc2cc(C)cc(OC(=O)c3ccco3)c12	91%[activator]	10	0.1%	9	16%	-10	5%	2	-2%	3	2%
O=c1[nH]c(-c2ccc(Cl)cc2)cs1	-3%	-4	-0.9%	0	-8%	20	0%	-1	-1%	-3	-1%
Cc1ccc(Cl)cc1NC(=O)CC(O)(C(F)(F)F)C(F)(F)F	-3%	0	-0.2%	2	-17%	21	4%	7	-3%	-1	2%
CC(=O)c1ccc(N2CCN(C(C)C(=O)Nc3ccc4c(c3)OCCO4)CC2)cc1 (stereo not given)	.	0	-0.2%	3	.	-14	.	.	.	.	3%
COc1ccc(C(C)=O)cc1CS(=O)(=O)CC(=O)NCCc1c[nH]c2ccccc12	.	-9	0.0%	-1	.	26	.	0	.	.	2%
CC(=O)c1cccc(-n2nnnc2SCC(=O)NNC(=O)C2CCCCC2)c1	-2%	3	0.1%	-13	5%	8	.	0	10%	1	2%
C=CCn1c(-c2ccc(OC)cc2)csc1=Nc1c(C)n(C)n(-c2ccccc2)c1=O	-19%	4	-0.5%	-6	-4%	-4	0%	-2	2%	9	-2%
Cn1c(C(=O)O)c(CC(=O)Nc2ccc3c(c2)OCCO3)c2ccccc21	-5%	-8	0.0%	-1	-1%	10	-1%	1	4%	6	-2%
COc1ccc(NC(=O)CN(C)C(=O)CCc2nc3cc(S(=O)(=O)N4CCOCC4)ccc3n2C)cc1	.	-6	0.3%	1	.	22	.	0	.	.	2%
COC(C/C=C/[C@H](O)COCc1ccccc1)OC	3%	0	-0.4%	12	.	-19	-2%	-11	-1%	5	-4%
COc1ccccc1CC(=O)N1CCCC(CCC(=O)NCc2ccccc2F)C1 (stereo not given)	-7%	1	1.0%	19	.	-24	-9%	-2	-1%	-1	-1%
Cc1ccccc1NC(=O)Cc1cccs1	-1%	-13	-0.3%	18	20%	5	0%	0	1%	1	3%
Cc1ccccc1Cn1cc(CCC(=O)N2CCOCC2)c2ccccc21	7%	-1	-0.4%	1	?	-1	.	?	.	0	-1%
COc1ccc(CNC(=O)C2CCCN2C(=O)NC2CCCCC2)cc1 (stereo not given)	1%	-1	0.2%	8	7%	-6	1%	-1	2%	1	2%
Cc1ccc(C(=O)Nc2ccncc2)c(C)c1	0%	-17	-0.5%	-2	2%	-3	-6%[11.5 µM]	?	-3%	1	1%
COc1ccc(/C=N/NC(=O)Nc2cccc3nsnc23)cc1OC	-6%	-8	-1.1%	7	19%	-14	1%	2	0%	-1	0%
CCc1ccc(N(C(=O)c2csnn2)C(C(=O)NC(C)(C)CC)c2ccccn2)cc1 (stereo not given)	0%	12	-0.2%	8	-15%	11	.	15	0%	1	-1%

Four neighbouring records from above, for reference:
SMILES	CXXC DNA block	hERG WT inh	B2AR arrestin	KCNH2 3.1 inh	Menin MLL FP TR	Giardia killer	PKM2 act	TRPV1 agonist	GALK inhibitor	FBPA coupling cs	USP2a block
COc1ccc(C(C)=O)cc1CS(=O)(=O)CC(=O)NCCc1c[nH]c2ccccc12	.	-9	0.0%	-1	.	26	.	0	.	.	2%
CC(=O)c1cccc(-n2nnnc2SCC(=O)NNC(=O)C2CCCCC2)c1	-2%	3	0.1%	-13	5%	8	.	0	10%	1	2%
C=CCn1c(-c2ccc(OC)cc2)csc1=Nc1c(C)n(C)n(-c2ccccc2)c1=O	-19%	4	-0.5%	-6	-4%	-4	0%	-2	2%	9	-2%
Cn1c(C(=O)O)c(CC(=O)Nc2ccc3c(c2)OCCO3)c2ccccc21	-5%	-8	0.0%	-1	-1%	10	-1%	1	4%	6	-2%

Next section.
SMILES	CXXC DNA block	hERG WT inh	B2AR arrestin	KCNH2 3.1 inh	Menin MLL FP TR	Giardia killer	PKM2 act	TRPV1 agonist	GALK inhibitor	FBPA coupling cs	USP2a block
Cn1c(SCC(=O)NC2CCCCC2)nnc1-c1ccccc1F	18%	2	-1.1%	16	0%	-11	-7%	-2	6%	-1	3%
COC(=O)COc1ccc(S(=O)(=O)NCCC2=CCCCC2)cc1C	-3%	-1	-0.5%	3	-14%	18	9%	-4	6%	-5	0%
Cc1cccc2cc(CN(CC3CCCO3)C(=O)c3ccco3)c(=O)[nH]c12 (stereo not given)	4%	-7	-0.4%	5	6%	-8	0%	1	-2%	0	-2%
Cc1nc2c(C(=O)NCc3cccs3)cnn2c(C)c1Cc1ccccc1	-1%	.	-0.9%	.	?	.	10%	4	-4%	3	-1%
CC(=O)NCCc1nc2ccccc2n1Cc1cc(C)ccc1C	-2%	-2	2.7%	10	.	-3	-8%	?	1%	3	6%
CCCn1c(CCc2ccccc2)n[nH]c1=S	0%	4	0.1%	2	13%	-9	-25%	1	10%	4	0%
COc1ccccc1C(=O)N/C(=C/c1ccc(Br)cc1)C(=O)NCCO	-5%	5	-0.1%	6	5%	10	-3%	-4	0%	-1	2%
COc1ccc(CN(C)C(=O)C2CC(=O)N(c3ccc4c(c3)OCCO4)C2)c(OC)c1 (stereo not given)	.	0	-0.3%	-3	.	-10	.	-2	.	.	3%
OC(c1ccc(OCc2ccccc2)cc1)c1nnc(-c2ccccc2)o1 (stereo not given)	-5%	-2	0.5%	-8	.	22	-4%	-1	-1%	2	5%
N#Cc1c(N2CCN(C(=O)c3ccccc3Cl)CC2)nc(-c2ccccc2)c2c1CCCC2	-10%	-283*	3.2%	-27	-12%	8	1%	5	-1%	-2	-1%
CCCCn1c(N)c(NCC(C)C)c(=O)[nH]c1=O	3%	-5	-0.3%	6	-2%	-8	-3%	-1	-3%	0	6%
O=C(O)CSc1c(-c2ccccc2)c2cc(Cl)ccc2[nH]c1=O	-2%	1	-0.6%	23	-8%	7	-8%	2	-5%	9	0%
Nc1cccc2c1C(=O)N(CC(=O)NC13CC4CC(CC(C4)C1)C3)C2=O	-14%	-105*	0.0%	7	4%	19	0%	2	-2%	2	5%
CC(=O)c1cccc(NC(=S)NC(=O)c2ccc(Br)cc2)c1	76%[activator]	3	0.0%	6	?	0	-7%	-2	0%	4	1%
COc1ccccc1CN1CC(C(=O)NCc2ccc(C)c(F)c2)CCC1=O (stereo not given)	22%	-4	0.1%	-16	8%	8	1%[0.46 µM]	0	-2%	2	2%
CCc1nnc(NC(=O)CSc2nc3ccc(OC)cc3[nH]2)s1	48%[activator]	6	0.2%	45	-3%	-1	0%	3	0%	0	0%
CC(=O)/C(N=Nc1ccc(-n2ccc(C(F)(F)F)n2)cc1)=C(\C)O	-1%	4	-0.4%	-8	.	-1	0%	8	-2%	-2	10%
COc1ccc(OC)c(S(=O)(=O)N2CCC3(CC2)OCCN3S(=O)(=O)c2cccs2)c1	.	-3	0.1%	-1	.	-23	.	0	.	.	1%
O=C(CCNC(=O)C1CCN(S(=O)(=O)c2ccc(F)cc2)CC1)NCc1ccncc1	25%	-4	-0.1%	1	1%	19	2%	0	1%	1	2%
COC(=O)[C@]1(C)N[C@H](CN(C)S(=O)(=O)c2ccccc2)[C@@H]2C(=O)N(Cc3ccccc3)C(=O)[C@@H]21	.	-6	0.4%	0	.	11	.	.	.	.	5%
